Screens from PubChem BioAssay.
PI4K2A block – inhibitors of human PI4K2A; purified PI4K2A, ADP-Glo luminescence, 1 h; stronger effect = lower value; activity change, negative = inhibition, % at 76.9 µM; 420,000 tested, 0.13% active; AID 1346378; in the data active means activity change below about -50%; inconclusive means mostly about -30% to -49%;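 further: -100% = wells without enzyme as full effect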
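Compounds are screened against recombinant PI4K2A using PI as substrate and ATP, the latter dispensed at 300 microM. Reactions run one hour at ambient temperature before ADP-Glo detection; full inhibition defined by wells lacking enzyme.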
IDH1 R132H inh – blocks human mutant IDH1 R132H enzyme | O75874 | IDH1-R132H enzyme, NADPH consumption, diaphorase/resazurin fluorescence | Potency, µM (top dose mostly 76.6 µM), for the others: at the top dose activity change, negative = inhibition, usual class: inhibitors | 390,000 tested, 0.093% active; further: potency means the concentration at half of the fitted maximal effect; on the % scale 0 is the no-effect control and ±100 the full control effect; nearly all actives have a fitted effect of over 65% in size
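IDH1-R132H (0.5 ug/mL dispensed) in pH 7.5 Tris buffer was preincubated 30 min with compound, then given a substrate mix of 0.016 mM NADPH and 2 mM alpha-KG for 80 min at room temperature; remaining NADPH was read by diaphorase/resazurin fluorescence.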
HP1b chromo inh – blocks HP1-beta chromodomain binding to methylated histone tails; AlphaScreen HP1-beta / biotin-H3K9me3 peptide binding; Potency, µM (top dose mostly 114 µM), for inactives: top-dose activity change, negative = inhibition, actives largely listed as inhibitors; 390,000 tested, 0.56% active; AID 540317; further: potency means the concentration at half of the fitted maximal effect; nearly all actives have a fitted effect of over 70% in size; inactives centre near 23
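HP1-beta protein (50 nM final) preincubated 30 min at room temperature with biotinylated H3(1-18)K9me3 peptide (50 nM) in PBS pH 7.4, 0.01% Tween-20, then compound added for 30 min. AlphaScreen streptavidin donor/nickel chelate acceptor beads (10 ug/mL final), 30 min dark, luminescence read.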
TrxR1 inh – rat TrxR1 inhibition | recombinant rTrxR1, NADPH fluorescence consumption, selenite substrate | Potency, µM (top dose mostly 114 µM), without a hit: top-dose activity change, negative = inhibition, most hits filed as inhibitors | 390,000 tested, 1% active; further: potency means the concentration at half of the fitted maximal effect; on the % scale 0 is the no-effect control and ±100 the full control effect; nearly all actives have a fitted effect of over 65% in size
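Rat TrxR1 (90 nM in the dispensed reagent) was pre-reduced with 400 uM NADPH for 5 min at room temperature, then incubated with compound for 15 min. After 400 uM selenite was added, NADPH fluorescence (Ex 340/Em 450 nm) was followed for 8 min.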
USP1-UAF1 inh – USP1/UAF1 (human) deubiquitinase inhibition; O94782; recombinant USP1/UAF1, Ub-Rhodamine cleavage fluorescence; Potency, µM (series often up to 57.1 µM), for inactives: at the top dose activity change, negative = inhibition, actives largely listed as inhibitors; 390,000 tested, 0.23% active; further: potency means the concentration at half of the fitted maximal effect; on the % scale 0 is the no-effect control and ±100 the full control effect; nearly all actives have a fitted effect of over 60% in size; inactives centre near -12
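High-throughput fluorogenic screen: 1nM USP1/UAF1 complex, Ub-Rho substrate 150nM final, 50mM HEPES pH 7.8 with 0.5mM EDTA, 0.1 mg/ml BSA, 1mM TCEP and 0.01% Tween-20.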
TrxR1 substrate – is turned over as a substrate by rat TrxR1; O89049; purified TrxR1 substrate turnover, NADPH consumption readout; Potency, µM (highest dose often 114 µM), without a hit: top-dose activity change, negative = substrate turnover; 390,000 tested, 0.01% active; further: potency means the concentration at half of the fitted maximal effect; on the % scale 0 is the no-effect control and ±100 the full control effect; nearly all actives have a fitted effect of over 50% in size
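Rat TrxR1, dispensed at 90 nM, was prereduced with 400 uM NADPH (final) for 5 min at ~22 deg C, then incubated with compound 15 min before 400 uM selenite. A first-read NADPH fluorescence drop versus no-compound background flagged substrates.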
Pin1 inh – inhibitors of human Pin1. Q13526. Pin1 FP peptide displacement, HiFluor488, 10 min. Potency, µM (series often up to 115 µM), without a hit: at the top dose activity, negative = inhibition, most hits filed as inhibitors. 390,000 tested, 0.009% active. AID 504891; active means well fitted inhibition curve with a large enough effect in the polarisation, with a control signal flat, not every such curve was filed as active; inconclusive means small, poorly fitted or top-dose-only effect, or effect the other way, or a change in a side signal; inactive means no such curve, though single readings can be large or run the other way; the % refers to the polarisation; further: potency means the concentration at half of the fitted maximal effect; on the % scale 0 is the no-effect control and ±100 the full control effect
GLS inh – blocks human kidney-isoform glutaminase activity. O94925. GLS enzymatic activity, qHTS titration. Potency, µM (doses to about 45.5 µM), inactives show at the top dose activity change, negative = inhibition, hits mostly inhibitors. 410,000 tested, 0.21% active; further: potency means the concentration at half of the fitted maximal effect; on the % scale 0 is the no-effect control and ±100 the full control effect
Target sequence (O94925 whole entry, looked up, canonical isoform): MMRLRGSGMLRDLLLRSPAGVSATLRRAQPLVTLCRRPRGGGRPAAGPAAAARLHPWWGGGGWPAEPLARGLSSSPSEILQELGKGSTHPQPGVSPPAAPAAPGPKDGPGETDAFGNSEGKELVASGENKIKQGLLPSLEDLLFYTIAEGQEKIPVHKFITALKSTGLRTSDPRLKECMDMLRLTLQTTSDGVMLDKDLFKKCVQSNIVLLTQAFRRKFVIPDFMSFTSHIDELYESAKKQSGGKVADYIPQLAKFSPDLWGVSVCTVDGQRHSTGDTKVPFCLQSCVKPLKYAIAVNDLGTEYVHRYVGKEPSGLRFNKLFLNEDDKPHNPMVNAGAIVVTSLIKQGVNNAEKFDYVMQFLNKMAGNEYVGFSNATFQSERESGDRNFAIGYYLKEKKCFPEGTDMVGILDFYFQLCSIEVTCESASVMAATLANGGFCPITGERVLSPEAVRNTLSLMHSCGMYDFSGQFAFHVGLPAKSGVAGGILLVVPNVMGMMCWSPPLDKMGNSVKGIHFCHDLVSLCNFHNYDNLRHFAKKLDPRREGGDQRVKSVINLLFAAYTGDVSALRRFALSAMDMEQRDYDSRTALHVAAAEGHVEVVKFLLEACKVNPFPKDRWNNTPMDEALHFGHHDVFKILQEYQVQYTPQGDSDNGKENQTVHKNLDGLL
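Read-out is an Amplex red fluorescence increase coupled through glutamate oxidase and HRP, measured before and after 30 min room-temperature incubation. hKGA is in 45 mM KH2PO4 (pH 8.2) with 0.02% Tween-20; glutamine added as 1mM solution.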
PGK inhibitor – T. brucei PGK inhibition. PGK/GAPDH coupled, Kinase-Glo luminescence, 60 min. Potency, µM (titrated, usually from 57.5 µM), for inactives: top-dose activity change, negative = inhibition, usual class: inhibitors. AID 602233. P07378. 380,000 tested, 0.043% active; further: potency means the concentration at half of the fitted maximal effect; on the % scale 0 is the no-effect control and ±100 the full control effect; nearly all actives have a fitted effect of over 60% in size
Target sequence (P07378 whole entry, looked up): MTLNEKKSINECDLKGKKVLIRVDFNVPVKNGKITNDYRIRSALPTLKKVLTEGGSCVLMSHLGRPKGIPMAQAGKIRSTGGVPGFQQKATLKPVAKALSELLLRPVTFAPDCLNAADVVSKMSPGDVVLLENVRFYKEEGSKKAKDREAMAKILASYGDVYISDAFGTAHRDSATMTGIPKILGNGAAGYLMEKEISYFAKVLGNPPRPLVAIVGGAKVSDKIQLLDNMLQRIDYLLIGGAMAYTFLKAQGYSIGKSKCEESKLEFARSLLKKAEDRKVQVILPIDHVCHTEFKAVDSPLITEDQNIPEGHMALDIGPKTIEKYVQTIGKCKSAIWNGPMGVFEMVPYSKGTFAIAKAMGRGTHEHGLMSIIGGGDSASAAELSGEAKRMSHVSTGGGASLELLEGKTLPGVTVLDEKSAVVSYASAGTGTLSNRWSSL
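Luminescent ATP detection (Kinase-Glo Plus) follows a 60-minute room-temperature incubation, with wells lacking PGK as controls. Buffer: 100 mM TEA (pH 7.6), 5 mM MgCl2, 0.01% Tween-20. Coupling enzyme GAPDH (100 nM final) supplies unstable 1,3-BPG in-well.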
The depositor's hits bear a star; i = inactive; ? = inconclusive; . = no result given; [ ] = remark or other dose. Unless noted, the call rests on the fitted dose curve; in most records, active means well fitted curve in the direction sought with a large enough effect; inconclusive means small, poorly fitted or top-dose-only effect, or another doubt; inactive means no such curve, though single readings can be large; an effect the other way counts as inactive or inconclusive. An excerpt (hit frequency here may not be typical).

SMILES	PI4K2A block	IDH1 R132H inh	HP1b chromo inh	TrxR1 inh	USP1-UAF1 inh	TrxR1 substrate	Pin1 inh	GLS inh	PGK inhibitor
O=C(CC(C(=O)N1CCc2ccccc21)n1ccnc1)NCc1cccnc1 (centres undefined)	-2	-7%	27%	9%	-4%	-6%	0%	7%	0%
CN(C)C(CNC(=O)CN1C(=O)NC2(CCCC2)C1=O)c1ccccc1 (centres undefined)	-3	-12%	23%	3%	-6%	0%	-1%	-2%	4%
Cc1cc(C(C)(C)C)ccc1OCCCCN1CCCC1	-6	4%	-4%	5%	-10%	2%	-7%	0%	i
O=C(N/N=C/c1cccc(F)c1)NC1CCCCC1	-1	6%	26%	6%	-14%	-7%	-4%	1%	i
Cc1ccc(CNC(=O)CNC(=O)c2ccc(C(C)(C)C)cc2)n1C	-4	-1%	6%	-25%	?	-6%	5%	-8%	-5%
O=C(N/N=C/c1ccncc1)c1cc2ccccc2o1	1	8%	22%	15%[57.1 µM]	-35%	7%[57.1 µM]	-11%	1%	i
O=C(NCC(c1cccs1)N1CCOCC1)C1CCN(S(=O)(=O)c2c(Cl)cccc2Cl)CC1 (centres undefined)	-4	3%	15%	4%	-6%	-10%	-1%	1%	-6%
CCOC(=O)NC(Nc1sc2c(c1C(N)=O)CCCC2)(C(=O)OCC)C(F)(F)F (centres undefined)	7	-7%	2%	-24%	-18%	7%	-2%	-20%	i
CN(Cc1ccon1)Cc1cn(Cc2ccccc2)nc1-c1ccc2c(c1)OCO2	-3	-2%	21%	13%	-8%	-5%	-3%	7%	-1%
O=C(NCc1ccc(Cl)cc1)C(=O)NCC1OCCCN1S(=O)(=O)c1cccs1 (centres undefined)	7	0%	9%	-11%	0%	-6%	0%	8%	-2%
CCc1ccc(NC(=O)CN(c2ccc(C)cc2)S(=O)(=O)c2c(C)nn(C)c2C)cc1	0	1%	38%	1%	-13%	-1%	3%	0%	0%
COC(=O)c1ccc(Cl)c(NS(=O)(=O)c2ccc3c(c2)OCCO3)c1	-2	5%	38%[activator]	2%	-8%	-1%	6%	-2%	2%
O=C(OCC(=O)N1CCN(S(=O)(=O)c2ccc(Cl)cc2)CC1)c1ccc([N+](=O)[O-])o1	-17	9%	46%[activator]	16%[57.1 µM]	-27%	6%[57.1 µM]	-3%	15%	-2%
Cc1ccc(Cl)cc1N1CCN(C(=O)c2cn(C)c3ccc(S(=O)(=O)N4CCCC4)cc3c2=O)CC1	-1	12%	1%	14%	-15%	2%	?	0%	i
Cc1ccc(NC(=S)N(CCN(C)C)Cc2cccs2)c(C)c1	4	-2%	-7%	1%[57.1 µM]	-20%	-4%[57.1 µM]	-8%	7%	-1%
Cc1ccc(S(=O)(=O)N2CCCC(C(=O)NCc3ccccn3)C2)cc1 (centres undefined)	-2	-5%	28%	23%[57.1 µM]	-9%	7%[57.1 µM]	-1%	-16%	-8%
COc1ccc(C(=O)NCC(C)(c2ccccc2)c2ccccc2)cc1S(=O)(=O)N1CCOCC1	-5	2%	12%	5%	-10%	-5%	4%	1%	i
COC(=O)[C@H](Cc1ccccc1)NC(=O)Nc1ccc(C)cc1	0	7%	21%	3%	3%	6%	5%	-1%	.
O=C(CSc1nc(N2CCOCC2)nc(N2CCOCC2)n1)Nc1ccccc1F	-4	2%	32%	-14%	-5%	-3%	5%	2%	-10%
Cc1ccc(S(=O)(=O)N2CCCOC2CNC(=O)C(=O)NCCc2ccco2)cc1 (centres undefined)	5	-3%	.	.	3%	.	.	2%	2%
CCCCc1cc(=O)oc2c(C)c(OCC(=O)NCCN3CCOCC3)ccc12	-2	-3%	17%	-16%	-5%	4%	-5%	5%	1%
CCOCCCNC(=O)CN1CCN(c2ccc(F)cc2)CC1	-2	8%	?	23%	-7%	10%	3%	69%[activator]	-9%
COc1cc(-c2nc3ccccn3c2/N=C/c2ccccc2)ccc1O	-3	-11%	?	50%[activator]	-10%	139%[activator]	-1%	9%	-8%
Cc1cccc(C)c1NC(=O)CN1C(=O)c2ccccc2Sc2ncccc21	-3	3%	33%	9%	-16%	-3%	-2%	-2%	-2%
O=[N+]([O-])c1ccc(S(=O)(=O)NCC2COc3ccccc3O2)cc1 (centres undefined)	3	23%	-14%	-12%	-18%	0%	-16%	3%	-10%
Cn1cccc1C(=O)NS(=O)(=O)c1ccccc1Cl	2	1%	-4%	12%	-2%	4%	4%	4%	0%
Cc1ccc(NC(=O)CC2Nc3ccccc3NC2=O)cc1C (centres undefined)	2	7%	8%	-3%	-17%	-3%	?	2%	9%
CC1CCN(C(=O)Cn2cc(C(=O)C3CC3)c3ccccc32)CC1	3	0%	12%	-2%	-5%	-4%	-3%	11%	0%
Cc1cc(C)c(C#N)c(SCC(=O)N(C)C2CCCCC2)n1	1	-1%	22%	-4%	-15%	-6%	-10%	0%	-6%
CCc1noc(-c2ccc(N(C)Cc3ccc(OC)cc3)c([N+](=O)[O-])c2)n1	3	14%	12%	12%	-12%	-4%	5%	-14%	-1%
N#C/C(=C/c1ccccc1[N+](=O)[O-])c1nc(C2CC2)cs1	8	0%	?	-6%	-18%	-7%	24%	2%	0%
O=C(CN1CCCCCC1)Nc1ccc([N+](=O)[O-])cc1Br	6	-7%	-33%	3%	-9%	-2%	4%	18%	6%
CCc1cccc(NC(=O)c2ccc3c(c2)c(C)c(C)n3Cc2ccc(F)cc2)c1	2	-9%	-4%	27%[57.1 µM]	-15%	2%[57.1 µM]	?	-14%	i
CCC(C)CCN1C(Nc2ccccc2)=NC[C@@H]1CC(C)C (some centres undefined)	-2	-6%	26%	23%	-16%	1%	-5%	-2%	-8%
Cc1ccc(/C=N/NC(=O)c2nnn(-c3nonc3N)c2CSc2ccccc2)o1	2	15%	31%	-11%	-12%	2%	10%	-3%	i
CCN(C(=O)COC(=O)c1cccn1C)C1CCS(=O)(=O)C1 (centres undefined)	2	-6%	16%	4%	-1%	4%	-1%	-8%	9%

Three entries drawn at random from those above:
SMILES	PI4K2A block	IDH1 R132H inh	HP1b chromo inh	TrxR1 inh	USP1-UAF1 inh	TrxR1 substrate	Pin1 inh	GLS inh	PGK inhibitor
CCC(C)CCN1C(Nc2ccccc2)=NC[C@@H]1CC(C)C (some centres undefined)	-2	-6%	26%	23%	-16%	1%	-5%	-2%	-8%
Cc1ccc(NC(=O)CC2Nc3ccccc3NC2=O)cc1C (centres undefined)	2	7%	8%	-3%	-17%	-3%	?	2%	9%
Cc1ccc(/C=N/NC(=O)c2nnn(-c3nonc3N)c2CSc2ccccc2)o1	2	15%	31%	-11%	-12%	2%	10%	-3%	i

(further entries)
SMILES	PI4K2A block	IDH1 R132H inh	HP1b chromo inh	TrxR1 inh	USP1-UAF1 inh	TrxR1 substrate	Pin1 inh	GLS inh	PGK inhibitor
CC(c1ccccc1)C1C(C#N)=C(N)OC2=C1C(=O)CCC2 (centres undefined)	7	-1%	27%	12%[57.1 µM]	-7%	-3%[57.1 µM]	7%	0%	i
O=S(=O)(Nc1cc(Br)cc2cccnc12)c1cccc2ccccc12	.	.	35%	-24%	.	-2%	1%	.	.
Cc1csc(/C(=N/OC(=O)c2ccco2)C(N)=O)n1	6	4%	29%	11µM*	-23%	5%	4%	51%[activator]	i
COc1ccc(OC)c(-n2c(-c3cccc(C)c3)n[nH]c2=S)c1	4	12%	-24%	-38%	4%	-6%[57.1 µM]	4%	?	1%
Cc1cccc(CSc2nc(=O)c3c(n2C)NC(=O)CC3c2cccc(O)c2)c1 (centres undefined)	2	7%	25%	2%	?	0%	-5%	23%	-6%
O=C(O)CCCn1cc(NC(=O)c2cc(F)c(F)cc2Cl)cn1	-22	0%	-16%	36%	-9%	14%[57.1 µM]	1%	?	-4%
Cc1nc(-c2ccccc2)nc2[nH]c(C(C)C)cc(=O)c12	-4	3%	19%	25%	-7%	12%	-6%	10%	.
O=C(CSc1nc2ccc([N+](=O)[O-])cc2[nH]1)NCCc1ccccc1	2	9%	18%	9%	-7%	-1%	-7%	-6%	-1%
CCOC(=O)c1c(NC(=O)C2c3ccccc3Oc3ccccc32)sc(C)c1CC	0	5%	23%	27%	-13%	6%	-1%	-4%	-5%
COc1cccc(CNC(=O)CCCn2nc(C)c3c(C)n(-c4ccccc4)nc3c2=O)c1	-2	-4%	31%	16%	?	6%	-6%	0%	9%
CCOC(=O)N1CCC(NC(=O)c2ccc(OC)c(CN3CC(=O)N4CCCC4C3=O)c2)CC1 (centres undefined)	2	2%	41%[activator]	-5%	-16%	-2%	0%	-8%	6%
CCOC(=O)C1=C(Nc2ccccc2)CSC1	-5	-2%	.	.	-26%	.	.	5%	4%
NC(=O)CC(NC(=O)c1ccccc1)c1ccc(NC2CCCCC2)c([N+](=O)[O-])c1 (centres undefined)	-1	3%	0%	16%[57.1 µM]	-15%	7%[57.1 µM]	57%[activator]	2%	9%
CCOC(=O)c1c(C)[nH]c(C)c1S(=O)(=O)NCC(=O)Nc1cccc(C#N)c1	-3	10%	-3%	2%[57.1 µM]	0%	0%[57.1 µM]	1%	-7%	-5%
COc1ccccc1N/C=C(\C#N)c1nc2ccccc2[nH]1	5	3%	27%	17%	-20%	-4%	?	-6%	i
O=C(Nc1ccc(N2CCCCC2)cc1)c1ccc(F)cc1	-12	12%	16%	25%[57.1 µM]	-5%	14%[57.1 µM]	5%	4%	-7%
